NOD2 inhibition = inhibition of NOD2-driven NF-kB reporter – cell-based, luminescence, uHTS, HEK293 (AID 1566); HEK293 NOD2/NF-kB luciferase reporter, luminescence; higher % means a stronger effect; one-dose inhibition, % at 4 µM; EC50 in µM for titrated hits; 0.63% of 290,000 active; also: many of its hits are not listed in these tables
CSM14.1 death rescue = protection against thapsigargin-triggered cell killing – 384-well, CSM14.1, ATP luminescence, primary screen (AID 1222); CSM14.1 thapsigargin-induced death rescue, ATP luminescence; higher % means a stronger effect; one-dose cellular ATP content (survival), % at 20 µM; EC50 in µM for titrated hits; 190,000 tested, under 10 active;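 active = EC50 below 50 µM in the dose-response confirmation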;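 also: death triggered by thapsigargin at about 15 µM added after 2 h compound pretreatment; cell ATP read after overnight thapsigargin exposure of roughly 18 to 22 hours; normalized against plate controls of thapsigargin alone and 5% DMSO vehicle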
KOR beta-arrestin-1 = KOR agonists, beta-arrestin recruitment, primary screen, cell-based, luminescence, uHTS (AID 1777) | activation, % at 10 µM; hits with a dose series show EC50 in µM | 0.02% of 280,000 active | KOR beta-arrestin recruitment, luminescence; higher % means a stronger effect; in the data active = activation above about 50%, passing the limit was not always enough; also: a part of the inactive calls stands beside numbers as strong as those of hits
TNAP activation fold = stimulation of alkaline phosphatase TNAP activity – biochemical, luminescent, no phosphate acceptor, uHTS, primary screen (AID 1001); purified TNAP, luminescent activation assay, no phosphate acceptor; higher activation fold means a stronger effect; 0.03% of 200,000 active; activation fold at 20 µM; hits with a dose series show EC50 in µM; in the data active = activation fold from about 3, or a potency from the dose series; inactive = the rest, 99 in 100 with activation fold below about 1.6; also: many of its hits are not listed in these tables
Yfh1-off respiration = mitochondrial function rescue without frataxin homolog – Friedreich's ataxia, plus single-dose screen, dose response (AID 1465). S. cerevisiae Yfh1-off respiration, WST-1 reduction, 72 h; higher fold induction means a stronger effect. one-dose fold induction at 50 µM; EC50 in µM for titrated hits. 0.074% of 220,000 active;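 active = fold induction of absorbance versus untreated yeast above a set limit, then at least 30% activation at any dose in follow-up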;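 also: activators that raise dye reduction in frataxin-depleted yeast; strong numbers were not always called active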
GPR55 beta-arrestin = GPR55 agonists via beta-arrestin recruitment, primary screen, imaging, U2OS cells, beta-arrestin-GFP redistribution (AID 1961) | activation, % at 10 µM, or EC50 in µM where a hit was titrated | 0.048% of 290,000 active | U2OS GPR55 beta-arrestin-GFP redistribution imaging; higher % means a stronger effect;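 active = activation above 40% with more than 50 cells counted in the well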;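 also: U2OS osteosarcoma cells stably expressing GPR55 and beta-arrestin-GFP; plate controls were DMSO negative control for no effect and LPI positive control for full effect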
KOR beta-arrestin-2 = kappa opioid receptor blockers – cell-based, luminescence, uHTS (AID 1778) | KOR beta-arrestin recruitment, luminescence, antagonist mode; higher % means a stronger effect | inhibition, % at 10 µM, or IC50 in µM where a hit was titrated | 0.091% of 290,000 active; also: strong numbers were not always called active
NOD1 NF-kB reporter = inhibition of NOD1-driven NF-kB reporter – cell-based, luminescence, uHTS, primary screen (AID 1578); one-dose inhibition, % at 4 µM; EC50 in µM for titrated hits; NOD1-driven NF-kB luciferase reporter cells, luminescence; higher % means a stronger effect; 1% of 290,000 active; in the data active = inhibition mostly above about 36%, no sharp cut-off; inactive = mostly below about 34%;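 also: HEK-293T reporter cells stimulated with the NOD1 agonist gamma-tri-DAP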
NTR1 ag = NTR1-driven beta-arrestin-GFP spot formation – imaging, U2OS cells, high content, primary screen (AID 493036). P30989. 0.17% of 330,000 active. agonist mode. activation, % at 20 µM;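 active = activation at or above 40% of the spot to cytoplasm intensity ratio, with at least 20 cells analyzed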;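 also: 0% = DMSO without peptide and 100% = 100 nM NTR1 peptide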
Target sequence (P30989 whole entry, looked up): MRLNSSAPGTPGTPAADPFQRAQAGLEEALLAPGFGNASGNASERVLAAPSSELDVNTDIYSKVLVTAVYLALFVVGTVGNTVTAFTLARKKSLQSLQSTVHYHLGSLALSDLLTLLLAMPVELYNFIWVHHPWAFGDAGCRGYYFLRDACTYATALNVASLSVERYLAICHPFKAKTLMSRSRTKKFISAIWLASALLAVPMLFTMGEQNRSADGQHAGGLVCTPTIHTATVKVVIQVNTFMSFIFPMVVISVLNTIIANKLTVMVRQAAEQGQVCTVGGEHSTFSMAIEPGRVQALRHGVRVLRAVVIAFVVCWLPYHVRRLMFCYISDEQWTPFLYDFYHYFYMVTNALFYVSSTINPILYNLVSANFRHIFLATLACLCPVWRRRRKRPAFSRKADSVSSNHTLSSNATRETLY
NTR1 ag cell count 20 µM = second read-out of NTR1 ag, no call of its own (marks repeat the call); cell count; measured here: cell count, cytotoxicity flag
Numbers without * were called inactive; i = inactive; · = not tested or not shown; [ ] = remark or other dose. Rule as the data show it, unless noted: active = inhibition above about 50%; inactive = the rest. Some of the compounds tested; the hit share may differ from the screen's.

SMILES	NOD2 inhibition	CSM14.1 death rescue	KOR beta-arrestin-1	TNAP activation fold	Yfh1-off respiration	GPR55 beta-arrestin	KOR beta-arrestin-2	NOD1 NF-kB reporter	NTR1 ag	NTR1 ag cell count 20 µM
O=C1C=CC(=O)C(C2=C3C(=O)N(CCc4ccccc4)CC(=O)N3CCC2)=C1	0.2%	-2.7%	0.1%	1	i	-0.1%	-45.0%	9.5%	1.0	70
COc1ccc(-n2ncc3c(NCC4CCCO4)ncnc32)cc1 (stereo not drawn)	-112.9%	1.4%	11.3%	1	i	-0.1%	-34.3%	-25.5%	-1.3	86
O=C(Nc1ccc(F)cc1)c1cc(-c2ccccn2)nc2c(Cl)cccc12	3.3%	·	8.2%	·	·	-0.1%	-102.9%	-33.7%	8.4	67
Clc1ccc(/C=N/Nc2nn[nH]n2)cc1	0.9%	-0.4%	-5.4%	1.1	i	0.3%	22.4%	1.8%	-0.3	78
O=C(COc1ccccc1)N1CCCC1	-3.8%	·	0.4%	1	i	0.1%	-32.4%	-31.2%	5.3	52
COc1ccc(C2NC(=S)NC(C)=C2C(=O)Nc2ccccn2)cc1OC (stereo not drawn)	12.3%	1.1%	2.7%	1	i	0.0%	14.1%	-11.0%	-1.3	64
COc1ccc(S(=O)(=O)N2CCOC2CNC(=O)C(=O)NCc2ccccn2)cc1 (stereo not drawn)	-7.8%	·	3.1%	·	·	-0.1%	-3.7%	-32.1%	0.3	71
O=C(CCN1CCN(c2ccccc2F)CC1)c1ccc(Br)cc1	1.3%	0.1%	-0.6%	1.1	i	-0.2%	3.1%	18.3%	1.7	48
CCOC(=O)c1nc(N)sc1C(=O)OCC	5.8%	3.4%	10.7%	1	i	0.2%	11.1%	14.1%	0.2	52
Cc1nc(-c2c(C(F)(F)F)noc2-c2ccc(O)cc2O)cs1	25.1%	-1.0%	1.2%	1	i	0.0%	15.7%	2.4%	1.8	45
CN(C)S(=O)(=O)c1ccc(C(=O)OCc2nnc(-c3ccccc3)o2)cc1	-5.0%	·	1.4%	·	i	0.4%	17.4%	-10.2%	2.0	47
COC(=O)c1c(C)n(-c2ccc(OC)cc2)c2ccc(O)cc12	42.0%	1.7%	-0.3%	1.1	i	0.2%	34.9%	67.5%	4.0	58
CCN1CCN(C(=O)Cn2ncc3c2-c2ccccc2OC3)CC1	5.0%	-0.6%	-6.1%	1	i	-0.1%	7.8%	-0.9%	0.5	93
CCc1cc2c(NCCO)ncnc2s1	6.4%	1.3%	5.9%	1	i	0.3%	-20.3%	1.6%	0.9	57
O=C(CSc1nnc(-c2ccc(S(=O)(=O)N3CCCC3)cc2)o1)NCc1ccco1	4.5%	-0.5%	-8.1%	1	i	-0.2%	21.6%	2.4%	3.1	57
COC(=O)C(CC(C)C)NC(=O)CNC(=O)c1ccccc1C (stereo not drawn)	7.9%	-2.1%	-1.7%	1.1	i	0.0%	-18.5%	10.3%	-3.8	33
Fc1ccc(C2CC(c3ccccc3)Nc3ncnn32)cc1 (stereo not drawn)	10.4%	-0.8%	3.6%	0.9	i	-0.1%	-13.5%	15.8%	1.6	70
CC(C)CN1CCC(=O)N([C@H](CO)c2ccccc2)CC1	-11.4%	·	-5.7%	·	·	-0.2%	-3.9%[20 µM]	-11.6%	0.3	50
COC(=O)c1ccc(NC(=O)C[n+]2ccccc2)cc1	6.0%	·	-3.9%	·	·	0.3%	0.0%	-14.9%	1.1	61
COc1ccc(C2CC(c3ccccc3)=NN2C(=O)c2ccc(F)cc2)cc1 (stereo not drawn)	20.5%	·	-1.6%	·	·	0.0%	5.4%	1.3%	4.9	88
CC1CCCN(c2ccc(C(=O)Nc3nnc(C4CC4)s3)cc2[N+](=O)[O-])C1 (stereo not drawn)	16.0%	-6.2%	0.4%	1	i	0.0%	21.4%	-16.8%	8.7	87
CCOC(=O)c1cccc(NC(=O)c2cc(C)nn2-c2ccccc2)c1	2.9%	·	-3.4%	·	·	-0.1%	47.8%	-7.4%	2.3	81
CC1=C(C(=O)Nc2ccccc2)C(c2ccc3c(c2)OCO3)C2=C(CCCC2=O)N1 (stereo not drawn)	-8.3%	·	4.0%	1.1	i	1.0%	-65.9%	10.8%	2.4	64
Cc1nc2nc(C)c(CCC(=O)N3CCN(c4ccccc4)CC3)c(C)n2n1	13.4%	-0.3%	-6.6%	1.2	i	0.2%	15.7%	-8.0%	-0.7	65
COc1ccc(N2CCN(Cc3cc(=O)oc4cc(C)c(Cl)c(C)c34)CC2)cc1	11.8%	-0.9%	-3.0%	1.1	i	-0.1%	28.4%	-9.3%	3.9	54
CC(C)CN1CCC(Oc2cccc(C(=O)NCCc3ccccc3)c2)CC1	-7.0%	·	-1.1%	·	·	-0.1%	12.7%	-51.8%	1.5	67
CN(C)c1ccc(-c2cccc(C3CC=CC4C3C(=O)N(Cc3ccccc3)C4c3ccc4ccccc4c3)c2)cc1 (stereo not drawn)	-5.8%	·	0.3%	·	i	-0.1%	11.3%	-2.4%	-0.1	88
CCOc1ccccc1NC(=O)c1sc2ncn(CC(=O)N3CCOCC3)c(=O)c2c1C	13.2%	·	1.9%	·	·	0.0%	-40.8%	1.5%	1.9	57
COc1ccccc1N=NC1C(=O)N(C(N)=S)N=C1C (stereo not drawn)	-1.1%	·	-10.0%	·	·	-0.1%	24.4%[20 µM]	-38.0%	0.1	76
O=C(COC(=O)c1cc[n+]([O-])cc1)Nc1ccc2c(c1)OCCO2	-2.9%	0.3%	-1.4%	1.1	i	-0.1%	14.4%	-1.8%	-2.5	41
COc1ccc(Cn2c(SCC(=O)NCc3ccco3)nc3ccsc3c2=O)cc1	1.0%	0.8%	-3.2%	1.1	i	0.2%	-11.9%	-30.4%	-0.3	60
COc1ccccc1/C=N/NC(=O)c1ccc(=O)n(C)c1	4.9%	-1.5%	0.7%	1.1	i	0.1%	-20.0%	-27.7%	0.1	52
COC(=O)c1cccnc1NC(=S)NC(C)C	-10.5%	-0.5%	-6.1%	1.1	i	-0.6%	-2.4%	-28.8%	-1.1	66
Cc1ccc(-c2nnc(CSc3nncn3N)o2)cc1	9.6%	2.9%	2.2%	1.1	i	-0.2%	-17.1%	6.7%	1.6	38
Cn1nc(CC(=O)Nc2ccc(N3CCN(C(=O)OC(C)(C)C)CC3)cc2)c2ccccc2c1=O	19.9%	-1.0%	1.2%	1.8	·	-0.2%	15.2%	-17.8%	0.3	58
CC(C)(C)c1ccc(C(=O)NCC(=O)OCN2C(=O)c3ccccc3C2=O)cc1	3.3%	-0.5%	-2.2%	1.1	i	0.1%	-22.0%	-7.9%	2.0	46
COC(=O)c1cccc(NC(=O)CC2C(=O)NCCN2C(=O)Nc2ccccc2)c1 (stereo not drawn)	-2.5%	·	11.1%	·	·	0.2%	-8.6%	-20.7%	-0.8	44
CCOC(=O)C1CCCN(S(=O)(=O)c2nc3nc(C)cc(C)n3n2)C1 (stereo not drawn)	7.0%	·	-1.9%	·	·	-0.1%	-21.4%	-21.2%	2.6	58
Cc1nnc2c(NC3CCCCC3)nc3ccccc3n12	12.4%	·	-6.1%	·	·	-0.3%	6.2%	-17.2%	9.5	75
COc1ccc(C(=O)OC(COc2ccccc2)Cn2ccnc2)cc1 (stereo not drawn)	5.2%	-1.8%	11.3%	1.1	i	-0.3%	-2.0%	2.7%	-0.1	62

Only KOR beta-arrestin-1 and NTR1 ag cell count 20 µM (3 entries from above):
| structure | KOR beta-arrestin-1 | NTR1 ag cell count 20 µM |
| --- | --- | --- |
| COC(=O)c1cccc(NC(=O)CC2C(=O)NCCN2C(=O)Nc2ccccc2)c1 (stereo not drawn) | 11.1% | 44 |
| CC(C)(C)c1ccc(C(=O)NCC(=O)OCN2C(=O)c3ccccc3C2=O)cc1 | -2.2% | 46 |
| Cc1nnc2c(NC3CCCCC3)nc3ccccc3n12 | -6.1% | 75 |

(continued)
SMILES	NOD2 inhibition	CSM14.1 death rescue	KOR beta-arrestin-1	TNAP activation fold	Yfh1-off respiration	GPR55 beta-arrestin	KOR beta-arrestin-2	NOD1 NF-kB reporter	NTR1 ag	NTR1 ag cell count 20 µM
Cc1nnc(SCC(=O)N2CCN(S(=O)(=O)c3ccccc3)CC2)[nH]c1=O	1.3%	-3.0%	-6.1%	1.1	i	-0.2%	15.4%	-57.2%	4.5	36
CC(C(=O)c1ccc(-c2ccccc2)cc1)[n+]1cccc(C(N)=O)c1 (stereo not drawn)	-0.2%	·	0.1%	·	·	-0.2%	-14.5%	-23.2%	-1.0	47
C=CCc1cccc(/C=N/NC(=O)CNc2ccccc2OC)c1O	2.8%	-0.6%	-3.8%	1.3	i	0.1%	7.3%	5.6%	4.2	85
COc1ccc(/C=N/NC(=O)c2ccc(C)nc2)cc1O	4.6%	·	6.2%	·	·	-0.2%	-3.6%	-8.1%	-0.6	51
COc1ccc(NS(=O)(=O)c2ccc3c(c2)N(C(C)=O)CCO3)cc1	21.9%	·	5.8%	·	·	0.6%	-12.5%	-11.5%	2.0	49
Cc1nn(C(C)C(=O)O)c(=O)c2c1sc1ccccc12 (stereo not drawn)	18.9%	0.3%	-3.0%	1	i	-0.3%	5.2%	-15.0%	-0.1	89
CCCCOc1ccc(C(=O)Nc2ccc(N3CCN(C)CC3)cc2)cc1	-2.9%	-2.1%	-1.9%	1.1	i	0.2%	0.9%	-35.5%	0.7	47
Cc1ccc(-n2c(=O)c3sccc3n(CC(=O)NCc3ccco3)c2=O)cc1F	15.3%	0.3%	0.7%	1.1	i	0.2%	-10.4%	15.0%	-0.4	73
Cc1cc(N)n(-c2ccc3ccccc3c2)n1	25.8%	-1.2%	3.6%	1.1	i	0.0%	2.8%	16.5%	-2.8	92
CCOc1ccc(N2C(=O)c3cccnc3C2Nc2ccc(F)cc2)cc1 (stereo not drawn)	-4.2%	-1.7%	8.3%	1.1	i	-0.1%	-22.6%	-25.9%	0.4	82
Cc1nc(N2CCC(C)CC2)c2c(C)c(C(=O)Nc3ccccc3C(F)(F)F)sc2n1	35.7%	-1.4%	2.0%	1	i	-0.1%	-21.9%	-1.2%	1.5	90

Molecules above that have a furan ring, fused or not, in the order listed:
SMILES	NOD2 inhibition	CSM14.1 death rescue	KOR beta-arrestin-1	TNAP activation fold	Yfh1-off respiration	GPR55 beta-arrestin	KOR beta-arrestin-2	NOD1 NF-kB reporter	NTR1 ag	NTR1 ag cell count 20 µM
O=C(CSc1nnc(-c2ccc(S(=O)(=O)N3CCCC3)cc2)o1)NCc1ccco1	4.5%	-0.5%	-8.1%	1	i	-0.2%	21.6%	2.4%	3.1	57
COc1ccc(Cn2c(SCC(=O)NCc3ccco3)nc3ccsc3c2=O)cc1	1.0%	0.8%	-3.2%	1.1	i	0.2%	-11.9%	-30.4%	-0.3	60
Cc1ccc(-n2c(=O)c3sccc3n(CC(=O)NCc3ccco3)c2=O)cc1F	15.3%	0.3%	0.7%	1.1	i	0.2%	-10.4%	15.0%	-0.4	73
